# Cardiac RTF inh: cardiac RTF calcium desensitization | 0.12% of 340,000 active | IANBD-labeled cardiac RTF, Ca2+ fluorescence | inhibition, % at 7.15 µM;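 active = inhibition above the mean inhibition of all tested compounds plus 3 SD, cut at about 17% in these data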;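 note: assay run at fixed EC70 calcium of 1.6 mM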
# MOR-DOR ag: OPRM1-OPRD1 heterodimerization agonism; cells, luminescence; activation, % at 9.3 µM; 0.3% of 340,000 active; in the data active = activation above about 18%;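 note: 0% = vehicle-treated cells and 100% = reference agonist; values of inactives mirror those of a sister screen read the other way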
# Keap1 Nrf2 FP: Keap1-Nrf2 (human) interaction inhibition. Q14145. Keap1 Kelch-Nrf2 peptide fluorescence polarization, 1536-well. 0.15% of 340,000 active. inhibition, % at 9.4 µM; in the data active = inhibition above about 12%;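 note: human Keap1 Kelch domain with fluorescein labeled Nrf2 9mer peptide probe; 0% = neutral control wells and 100% = peptide positive control; higher means more block of Keap1 binding to Nrf2 peptide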
# Target sequence (Q14145 whole entry, looked up, the tested form may be a part): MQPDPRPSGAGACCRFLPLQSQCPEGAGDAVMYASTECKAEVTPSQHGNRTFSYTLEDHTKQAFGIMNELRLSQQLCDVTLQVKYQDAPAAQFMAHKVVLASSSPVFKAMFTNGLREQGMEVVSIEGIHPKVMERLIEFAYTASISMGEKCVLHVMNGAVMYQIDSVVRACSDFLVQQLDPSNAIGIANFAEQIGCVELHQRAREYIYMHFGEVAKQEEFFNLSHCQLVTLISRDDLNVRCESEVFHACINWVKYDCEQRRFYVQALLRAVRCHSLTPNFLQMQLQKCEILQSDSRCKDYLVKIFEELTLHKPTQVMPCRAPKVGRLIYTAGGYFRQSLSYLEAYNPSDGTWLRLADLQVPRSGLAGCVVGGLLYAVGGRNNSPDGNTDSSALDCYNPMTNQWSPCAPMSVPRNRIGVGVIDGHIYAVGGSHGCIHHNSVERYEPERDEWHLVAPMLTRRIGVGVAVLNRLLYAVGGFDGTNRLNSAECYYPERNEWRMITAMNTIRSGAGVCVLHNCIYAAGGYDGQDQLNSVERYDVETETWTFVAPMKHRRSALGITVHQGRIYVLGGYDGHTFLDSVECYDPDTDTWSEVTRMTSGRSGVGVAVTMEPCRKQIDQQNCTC
# Pemphigus Ab inh: inhibitors of pemphigus antibody binding to human desmoglein-3 | P32926 | DSG3-coupled beads, scFv-anti-DSG3-GFP binding, flow cytometry; hits give low values | binding (percent of control), % at 10 µM | 0.48% of 310,000 active | AID 588358;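 active = binding more than 3 SD below its plate's average and above zero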;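 note: hits lower antibody fragment binding to DSG3; some compounds called inactive have numbers as strong as hits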
# RTF Ca sens act: cardiac RTF calcium sensitization; P19429+P45379; IANBD-labeled TnC RTF fluorescence at EC20 calcium; 0% EC20 calcium, 100% full calcium; activation, % at 7.2 µM; 0.24% of 340,000 active;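 active = activation above the mean over all tested compounds plus 3 SD, cut at about 30% in these data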;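 note: rise in fluorescence read as greater calcium sensitivity of cardiac thin filaments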
# Arrestin-AP2 inh: blocks beta-arrestin peptide binding to AP2 adaptin | FITC-arrestin peptide / GST-AP2 beads, flow cytometry; AP2 beta2 appendage carries R879A mutation | inhibition, % at 10 µM | 0.31% of 340,000 active;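 active = inhibition above a set limit, near 3 SD of compounds lacking own fluorescence, cut at about 54% in these data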;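 note: plate controls were DMSO wells for no effect and 5 µM unlabelled arrestin peptide for full effect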
#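 System: GST-AP2 R879A glutathione beads; medium: PBS, Tween 20 0.05%, BSA 0.1%; reagent: fluorescein-tagged arrestin peptide at 50 nM final; schedule: pre-incubation 12 min, peptide binding 1 h, room temperature; detection: flow cytometry, FL1 (488/535 nm); read-out: inhibition as reduced fluorescein signal on beads, percent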
# Wnt bcat act: activators of Wnt/beta-catenin signaling; activation, % at 9.35 µM; Wnt/beta-catenin reporter cell assay, activator, plate reader; 1.2% of 300,000 active; in the data active = activation above about 30%, passing the limit was not always enough;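 note: 0% = neutral control wells and 100% = positive control wells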
# MOR-DOR inv ag: mu-delta opioid heterodimer inverse agonism. P35372+P41143. cell-based MOR-DOR heterodimer luminescence. inhibition, % at 9.3 µM. 0.21% of 340,000 active. AID 504357; in the data active = inhibition above about 22%, passing the limit was not always enough;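 note: 0% = cells with DMSO and 100% = wells without cells with DMSO; values of inactives mirror those of a sister screen read the other way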
# LANA DNA inh: inhibitors of KSHV LANA C-terminal domain DNA binding; MBP-C-LANA/FAM-LBS DNA binding, fluorescence polarization; AID 504423; 0.078% of 340,000 active; inhibition, % at 9 µM;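 active = highest replicate inhibition at or above 60% at 9 µM, even if other replicates fall short; inactive = all replicates below 60% inhibition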;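 note: 0% = neutral control wells and 100% = 4 µM acridine orange control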
# V-ATPase pHluor: yeast V-ATPase proton transport regulation by pHLuorin; 0.37% of 350,000 active; S. cerevisiae, pHLuorin cytosolic pH fluorescence; response, % at 10 µM; in the data active = response mostly above about 7.3%, no sharp cut-off; inactive = mostly below about 5.4%; note: actives read high; inactives centre near 0; some compounds called inactive have numbers as strong as hits; reference of the scale not given here
# Starred values were filed as active, the others as inactive; . = no result given.
SMILES,Cardiac RTF inh,MOR-DOR ag,Keap1 Nrf2 FP,Pemphigus Ab inh,RTF Ca sens act,Arrestin-AP2 inh,Wnt bcat act,MOR-DOR inv ag,LANA DNA inh,V-ATPase pHluor
CC1(C)Cc2c(sc3nn[nH]c(=O)c23)CO1,-6.9,0.2,-1.3,115.5,-0.2,-2.8,.,-0.8,-0.6,-0.4
COCCOC(=O)c1c(NC(=O)CN2c3ccccc3CC2C)sc(C(N)=O)c1C (centres undefined),-3.5,1.8,2.4,103.9,-1.9,9.2,-1.6,-9.6,-0.3,0.3
COC(=O)CSC1=C(C#N)C(c2ccc(C)cc2)C2=C(CCCC2=O)N1 (centres undefined),3.7,-3.0,-4.5,97.7,2.7,3.4,.,16.3,0.7,0.0
Cc1c(O)ccc2c(CN(C)Cc3ccccc3)cc(=O)oc12,-6.2,3.4,2.7,95.2,0.5,-11.9,2.1,-17.5,0.7,-3.2
c1ccc(CSc2nnnn2-c2ccc3c(c2)OCCO3)nc1,-1.3,-3.1,-6.5,103.3,-0.8,1.2,.,17.7,2.8,-1.1
CCOC(=O)c1c(C)c(C(=O)N2CCN(c3ccc(F)cc3)CC2)c(C)n1C,6.0,0.7,1.1,99.9,-2.3,0.3,0.9,-4.9,-1.9,0.9
CCOC(=O)C1=C(C)NC(C)=C(C(=O)OCC)C1C(=O)OCC(=O)NCc1ccccc1,0.3,-1.1,2.6,96.5,-0.7,6.8,0.2,5.3,0.6,-4.8
CCN1C(=O)[C@@H]2[C@@H](c3ccc(-c4ccccc4)cc3)N3CCC[C@@]3(C(=O)OC)[C@@H]2C1=O,-8.2,-2.3,-7.4,118.9,4.0,-3.5,-2.5,12.9,0.5,3.5
CC(C)C(C(=O)Nc1ccncc1)c1ccc(Cl)cc1 (centres undefined),-2.1,-1.9,-0.5,115.1,0.8,39.3,-2.8,10.9,0.7,-4.6
C=C(C)CSc1nnc(-c2cccc(S(=O)(=O)N(C)C)c2)n1-c1cc(OC)ccc1OC,-2.1,-3.0,-3.3,104.1,11.8,-4.1,-3.7,17.0,-1.3,6.9
CC1CCN(S(=O)(=O)c2ccc(NC(=O)CCN3C(=O)c4ccccc4C3=O)cc2)CC1,2.6,-2.2,-4.0,99.4,-2.3,-12.2,-0.6,11.7,-0.2,0.5
COC(=O)c1cc(-c2c(-c3cc(OC)c(OC)c(OC)c3)noc2C)cc([N+](=O)[O-])c1,3.4,3.7,-11.7,107.4,-13.9,9.2,-2.7,-21.3,1.1,-6.9
COCCCNC(=O)c1ccc(CS(=O)(=O)c2ccc(OC)cc2)o1,-6.4,-1.9,-4.3,112.3,1.8,4.7,0.2,9.6,-1.1,0.4
Nc1cc(C(=O)N2CCN(c3ccc([N+](=O)[O-])cc3)CC2)ccc1N1CC2CC(C1)c1cccc(=O)n1C2 (centres undefined),-0.8,-0.7,-3.1,106.4,-5.5,-0.1,-1.1,3.7,0.0,7.1
COc1ccccc1OCc1ccc(C(=O)n2nc(C)c(Cl)c2C)o1,-6.0,0.1,1.3,99.5,-0.9,3.6,6.7,-0.6,0.1,3.9
COCCn1c(=O)[nH]c2cc(C(=O)Nc3cc(C)cc(C)c3)ccc2c1=O,2.9,-0.5,-1.2,.,-3.7,-11.1,-0.8,4.0,0.1,-5.6
COc1ccccc1C1(CC(=O)N2CCCCC2)CCOC(C(C)C)C1 (centres undefined),3.0,-1.5,-2.8,98.7,-2.9,-1.3,-0.5,7.4,0.1,-9.6
CN1CCN(S(=O)(=O)c2ccc(CNC(=O)c3ccccc3)s2)CC1,1.3,-3.7,-2.5,118.6,-8.2,47.9,0.7,16.6,-1.1,0.1
Brc1ccc(CNCCCSc2ncccn2)cc1,-1.7,-2.7,-2.3,94.5,-0.1,35.2,-0.9,13.5,0.4,3.5
CC(C)Cc1nc2oc3c(NCC4CCCO4)ncnc3c2c2c1CCC2 (centres undefined),-5.5,4.0,-2.8,102.6,0.6,4.3,.,-20.1,2.0,-4.1
CC(/C=N/NC(=O)c1cccs1)=C\c1ccco1,-4.8,-0.8,2.8,99.3,6.7,1.9,38.9*,4.1,0.3,-1.2
O=C(CN1C(=O)NC(c2ccccc2)(c2ccccc2)C1=O)Nc1cccnc1Cl,-10.4,0.0,0.1,101.4,-0.2,11.1,0.6,0.0,-0.5,1.7
COC(=O)c1ccccc1NC(=O)CCC(=O)N1CC(C)Oc2ccc(C)cc21 (centres undefined),-1.5,1.7,-4.8,104.1,-3.5,0.7,3.0,-10.2,-1.3,-0.6
COCCNC(=O)C(c1cccc(OC)c1)N(C(=O)Cn1nnc2ccccc21)c1cccnc1 (centres undefined),-5.1,-0.8,-1.0,88.6,-0.1,-10.6,-1.1,4.9,1.6,0.0
Cn1ccnc1CN1CCCCC1C(=O)Nc1ccc(Oc2cccnc2)cc1 (centres undefined),-4.9,-1.5,-0.5,102.2,3.0,-2.1,-3.9,10.1,1.0,-3.1

# Marked active in Wnt bcat act, of those listed so far:
Structure | MOR-DOR ag | Keap1 Nrf2 FP | Pemphigus Ab inh | Arrestin-AP2 inh | Wnt bcat act | MOR-DOR inv ag | LANA DNA inh | V-ATPase pHluor
CC(/C=N/NC(=O)c1cccs1)=C\c1ccco1 | -0.8 | 2.8 | 99.3 | 1.9 | 38.9* | 4.1 | 0.3 | -1.2

# Additional compounds
SMILES,Cardiac RTF inh,MOR-DOR ag,Keap1 Nrf2 FP,Pemphigus Ab inh,RTF Ca sens act,Arrestin-AP2 inh,Wnt bcat act,MOR-DOR inv ag,LANA DNA inh,V-ATPase pHluor
CC(=O)Nc1ccc(S(=O)(=O)N2CCN(S(=O)(=O)c3ccccc3)CC2)cc1,-11.3,0.2,-1.5,109.2,9.3,27.6,-0.9,-0.9,-0.9,-0.4
CCN(C(=O)COC(=O)c1cc(-c2ccccc2)nc2c1c(C)nn2-c1ccc(C)cc1)C1CCS(=O)(=O)C1 (centres undefined),9.9,-3.9,-3.6,87.9,-3.5,6.8,2.7,19.6,0.8,3.5
CCOc1ncccc1C(=O)OCC(=O)Nc1cc(C(C)(C)C)ccc1OC,2.2,4.6,-3.4,.,-3.2,7.2,-1.5,-18.4,0.0,2.9
CC1CCN(C(=O)c2cc3ccccc3cc2O)CC1,-3.7,0.4,-0.8,.,1.2,-6.9,1.7,-2.1,1.7,-0.3
CCOc1ccc(CCNC(=O)C2CCN(c3nn4c(=O)cc(C)nc4s3)CC2)cc1,-10.2,-0.6,-4.1,103.3,0.7,8.2,.,3.7,-0.9,-1.1
COc1ccc(Cl)cc1C(=O)OCC(=O)N1CCCC(C)C1 (centres undefined),-2.9,-2.5,-1.0,.,1.3,-10.7,0.4,12.2,-0.5,-0.9
CCC(C)OC1OC(CO)C(O)C(O)C1NC(C)=O (centres undefined),-9.8,-0.6,-2.7,99.2,8.5,1.1,3.4,3.3,-1.9,-3.4
COc1ccc(/C=C(/NC(=O)c2ccco2)C(=O)NCc2ccco2)cc1OC,-9.8,-4.1,0.4,117.8,-4.4,40.4,0.1,20.9,-4.9,-3.8
COc1ccc(C(=O)N[C@H](C(=O)NCc2ccco2)C(C)C)cc1,-13.2,-1.1,0.8,116.0,-2.9,8.3,-1.0,5.0,-2.3,2.3
CC(C)(C)C1CCC(C(=O)OCC(=O)N2CCOCC2)CC1 (centres undefined),-11.5,-1.3,0.6,89.0,-2.6,1.9,-3.3,8.8,1.6,-4.2
CCCCn1c(SCC(=O)OC)nc2c1c(=O)n(C)c(=O)n2C,-9.9,0.0,1.1,92.4,4.3,6.7,-14.6,-0.1,1.2,2.2
Cc1ccsc1CNC1C2CC3CC(C2)CC1C3 (centres undefined),-0.3,-2.5,0.6,101.8,0.5,0.5,-1.1,12.0,0.1,10.4
CN(C)S(=O)(=O)c1ccc(N2CCCC2)c(C(=O)Nc2ccccc2OC(F)F)c1,-7.5,-1.4,-7.8,118.3,5.7,-9.7,0.2,7.0,-1.7,-2.2
Cc1ccc(C(=O)N2CCN=C2SCc2ccc([N+](=O)[O-])cc2)cc1C,-5.8,-1.3,-4.7,100.4,0.8,9.2,-1.7,6.6,-0.7,-0.4
CSc1ccc(CNc2nc3ccccc3n3cnnc23)cc1,-10.9,0.3,-4.7,91.6,-2.5,-2.8,2.4,-1.3,0.8,-1.2
CN(C)CC(C)(C)CNS(=O)(=O)c1cccc(Cl)c1Cl,-6.1,0.2,1.7,101.4,-0.8,-17.8,-5.3,-1.5,0.1,4.5
Cc1cc(C)nc(NC(=O)c2cc(Br)ccc2Cl)n1,-12.0,-0.6,-1.4,81.9,-2.9,1.9,-3.5,4.0,-0.3,1.4
CC(C)n1cc(CN2CCC(n3nccc3NC(=O)CCCc3ccccc3)CC2)cn1,-0.9,-1.0,-2.3,109.0,-1.2,-0.9,-0.7,5.4,-3.0,1.6
Cc1ccc(Oc2ccc(C=O)cn2)cc1,-5.0,-2.4,-1.4,95.6,-7.2,1.4,-10.0,14.0,0.5,-4.3
CCC1CCCCN1CCCNC(=O)C1CCC(Cn2c(=O)[nH]c3ccccc3c2=O)CC1 (centres undefined),-6.0,-4.1,-4.0,108.4,2.0,-0.5,.,17.7,0.4,1.0
CC(C)(C)N1CC(C(=O)Nc2ccc(S(N)(=O)=O)cc2)CC1=O (centres undefined),-6.3,-1.0,0.7,95.5,-3.9,-7.0,-0.4,4.6,0.0,-0.8
CCCc1cc(=O)[nH]c(NCc2ccc(Cl)cc2)n1,-2.3,2.1,1.5,95.7,0.0,6.4,.,-11.0,-0.4,-13.4
Cc1ccc2c(c1)[C@@H](O)C[C@@H](C)N2N=O,-10.1,-2.6,-3.5,.,-3.2,42.5,.,14.5,1.9,2.6
CCCCCn1c(=O)[nH]c2cc(C(=O)NCCCN(C)Cc3ccccc3)ccc2c1=O,-0.3,-1.4,-0.9,102.2,-2.2,36.8,1.5,7.3,-0.1,-6.3
CN=c1scc(C)n1/N=C/c1ccc(O)cc1,-3.4,-1.6,1.4,113.8,1.3,-7.7,.,6.4,0.1,-1.5
CC(Sc1nnc(-c2ccccc2)c(-c2ccccc2)n1)C(=O)N1CCc2ccccc21 (centres undefined),9.4,2.9,-4.0,108.7,3.8,7.9,.,-14.1,-3.0,1.2
O=C(C[n+]1cc(Br)cc(Br)c1)c1cccc([N+](=O)[O-])c1,4.1,3.3,-6.7,84.8,0.6,3.9,-2.7,-20.5,1.0,5.6

# Quoted at random: 4 entries already listed, in no set order.
SMILES,Cardiac RTF inh,MOR-DOR ag,Keap1 Nrf2 FP,Pemphigus Ab inh,RTF Ca sens act,Arrestin-AP2 inh,Wnt bcat act,MOR-DOR inv ag,LANA DNA inh,V-ATPase pHluor
CC(=O)Nc1ccc(S(=O)(=O)N2CCN(S(=O)(=O)c3ccccc3)CC2)cc1,-11.3,0.2,-1.5,109.2,9.3,27.6,-0.9,-0.9,-0.9,-0.4
CCC1CCCCN1CCCNC(=O)C1CCC(Cn2c(=O)[nH]c3ccccc3c2=O)CC1 (centres undefined),-6.0,-4.1,-4.0,108.4,2.0,-0.5,.,17.7,0.4,1.0
CN=c1scc(C)n1/N=C/c1ccc(O)cc1,-3.4,-1.6,1.4,113.8,1.3,-7.7,.,6.4,0.1,-1.5
Nc1cc(C(=O)N2CCN(c3ccc([N+](=O)[O-])cc3)CC2)ccc1N1CC2CC(C1)c1cccc(=O)n1C2 (centres undefined),-0.8,-0.7,-3.1,106.4,-5.5,-0.1,-1.1,3.7,0.0,7.1

# Screening data from PubChem.
